# dFosB act – activators of mouse delta FosB homodimer. purified delta FosB, TAMRA-CDK5 oligo fluorescence polarization; percent of positive-control signal above neutral wells. activation, % at 25 µM. 0.99% of 340,000 active;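 active means mean activation above about 17%, with every replicate also reaching it, limit read from the data, passing the limit was not always enough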;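 further: fluorescence polarization rise as delta FosB binds a TAMRA Cdk5 AP-1 oligo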
# DSG3 Ab inh – inhibitors of pemphigus antibody binding to human desmoglein-3 | DSG3-coupled beads, scFv-anti-DSG3-GFP binding, flow cytometry; hits give low values | 0.48% of 310,000 active | binding (percent of control), % at 10 µM | AID 588358 | P32926;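 active means binding more than 3 SD below its plate's average and above zero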;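 further: hits lower antibody fragment binding to DSG3; some compounds called inactive have numbers as strong as hits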
# SR-BI DiI-HDL act – activators of SR-BI mediated HDL lipid uptake | CHO ldlA[mSR-BI] cells, DiI-HDL uptake fluorescence, 3 h; 100 = double the neutral-control signal | activation, % at 12.5 µM | 0.096% of 320,000 active | AID 504775;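 active means mean replicate activation of at least 60% and every replicate at or above 60%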;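 further: 0% = median plate neutral-control signal and 100% = twice that signal; values of inactives mirror those of a sister screen read the other way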
#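 Material: SR-BI-overexpressing, LDLR-lacking CHO cells | Dosing: Single compound concentration, delivered by pin transfer | Probe or stimulus: Labelled HDL, 10 µg/mL | Signal: Bottom-read cell fluorescence after medium removal, ex 550/em 595 nm | Schedule: 3 h, 37 °C | Evaluation: HDL uptake via cellular fluorescence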
# PKA-R2B activ – activates the human PKA-R2B holoenzyme complex. AID 504700. PKA-R2B holoenzyme dissociation, Cy5-IP20 fluorescence polarization; R2B truncated from residue 108, S112A mutant; 0% DMSO only, 100% 113 µM cGMP. P22694+P31323. 0.079% of 340,000 active. activation, % at 11.4 µM;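 active means activation above a cutoff set at the mean over all compounds plus 3 SD, cut at about 18% in these data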;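 further: higher means more holoenzyme dissociation and a rise in polarization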
# NSD2 HMT inh – inhibitors of human histone methyltransferase NSD2; O96028; NSD2 peptide methylation, AlphaScreen, 120 min; inhibition, % at 12.5 µM; 0.54% of 310,000 active; AID 743445; in the data active means inhibition above about 50%
# SUMO Mot1 rescue – SUMOylation pathway inhibition by Mot1-301 growth rescue. 1% of 320,000 active. AID 2716. growth rescue, % at 18.8 µM. S. cerevisiae Mot1-301 growth rescue, ATP luminescence, 38.5C; percent above DMSO median, 100 means doubled;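 active means every valid replicate shows activation above 250% relative to neutral control wells; inactive means the rest, any valid replicate at or below 250%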;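 further: OY570 slx delta 5 strain wells were the positive control but not used for scaling; some compounds called inactive have numbers as strong as hits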
# CDK5 p35 inh – blocks human CDK5/p35 kinase activity. inhibition, % at 10 µM. Q00535+Q15078. Recombinant CDK5/p35, ADP-Glo luminescence, 60 min. 0.01% of 330,000 active. AID 488839;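 active means highest replicate inhibition of at least 50% and at least 75% of replicates reaching 50%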;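 further: plate controls were DMSO neutral control for no effect and GW8510 at 10 µM for full effect; many of its hits are not listed in these tables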
# Target sequence (Q00535 whole entry, looked up): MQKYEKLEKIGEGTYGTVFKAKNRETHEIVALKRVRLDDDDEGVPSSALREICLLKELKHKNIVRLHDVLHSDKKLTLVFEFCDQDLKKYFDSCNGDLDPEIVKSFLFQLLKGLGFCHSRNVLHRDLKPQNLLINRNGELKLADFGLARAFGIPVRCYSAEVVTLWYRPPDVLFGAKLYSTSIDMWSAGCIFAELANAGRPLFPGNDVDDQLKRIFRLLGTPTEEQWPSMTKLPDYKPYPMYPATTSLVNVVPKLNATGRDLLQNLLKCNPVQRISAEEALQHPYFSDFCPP
# Target sequence (Q15078 whole entry, looked up): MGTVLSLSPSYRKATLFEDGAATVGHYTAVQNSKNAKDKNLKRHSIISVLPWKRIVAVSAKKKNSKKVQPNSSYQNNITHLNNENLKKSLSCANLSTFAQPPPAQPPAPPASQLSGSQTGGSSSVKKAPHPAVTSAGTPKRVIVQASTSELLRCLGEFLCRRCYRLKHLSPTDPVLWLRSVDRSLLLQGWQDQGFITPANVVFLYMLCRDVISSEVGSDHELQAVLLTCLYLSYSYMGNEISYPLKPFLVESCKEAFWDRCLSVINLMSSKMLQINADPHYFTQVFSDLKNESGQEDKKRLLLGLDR
# Arr AP2 block – inhibitors of human beta-arrestin and AP2 interaction; FITC-arrestin peptide / GST-AP2 beads, flow cytometry; AP2 beta2 appendage carries R879A mutation; inhibition, % at 10 µM; 0.31% of 340,000 active;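 active means inhibition above a set limit, near 3 SD of compounds lacking own fluorescence, cut at about 54% in these data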;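 further: plate controls were DMSO wells for no effect and 5 µM unlabelled arrestin peptide for full effect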
#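 Material – GST-tagged AP2 beta2-adaptin appendage (R879A) on 4 µm glutathione beads · Probe or stimulus – fluorescein-tagged arrestin peptide at 50 nM final · Timing – 12 min plus 1 h, RT · Detection – bead flow cytometry, FITC channel · Read-out basis – inhibition as reduced fluorescein signal on beads, percent · Medium – PBS plus Tween 20 (0.05%) and BSA (0.1%)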
# MITF TRPM1 HTS – MITF TRPM1 promoter activation in melanoma cells. SK-MEL-5 TRPM1-promoter luciferase, 24 h; % of positive control, neutral wells = 0. activation, % at 12.5 µM. 0.75% of 300,000 active. AID 588334;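 active means mean activation of at least 80% with every replicate also reaching 80%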;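 further: 0% = neutral control wells and 100% = parthenolide positive control wells; values of inactives mirror those of a sister screen read the other way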
# PKA-R1A activ – activators of PKA-R1A complex; activation, % at 11.4 µM; PKA-R1A dissociation, Cy5-IP20 fluorescence polarization; scaled: DMSO 0%, 113 µM cGMP 100%; 0.083% of 340,000 active;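 active means percent activation above the mean of all tested compounds plus 3 SD, cut at about 19% in these data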;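 further: higher means more PKAc released from R1A so a rise in polarization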
# SR-BI DiI inh – blocks mouse SR-BI lipid uptake from DiI-HDL | ldlA[mSR-BI] CHO cells, DiI-HDL uptake fluorescence, 3 h | inhibition, % at 12.5 µM | 0.96% of 320,000 active | AID 488896;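 active means mean replicate inhibition of at least 70% and a set share of replicates each scoring 70 or more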;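 further: 0% = median of neutral control wells and 100% = median of positive control wells; values of inactives mirror those of a sister screen read the other way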
# Target sequence (Q61009 whole entry, looked up): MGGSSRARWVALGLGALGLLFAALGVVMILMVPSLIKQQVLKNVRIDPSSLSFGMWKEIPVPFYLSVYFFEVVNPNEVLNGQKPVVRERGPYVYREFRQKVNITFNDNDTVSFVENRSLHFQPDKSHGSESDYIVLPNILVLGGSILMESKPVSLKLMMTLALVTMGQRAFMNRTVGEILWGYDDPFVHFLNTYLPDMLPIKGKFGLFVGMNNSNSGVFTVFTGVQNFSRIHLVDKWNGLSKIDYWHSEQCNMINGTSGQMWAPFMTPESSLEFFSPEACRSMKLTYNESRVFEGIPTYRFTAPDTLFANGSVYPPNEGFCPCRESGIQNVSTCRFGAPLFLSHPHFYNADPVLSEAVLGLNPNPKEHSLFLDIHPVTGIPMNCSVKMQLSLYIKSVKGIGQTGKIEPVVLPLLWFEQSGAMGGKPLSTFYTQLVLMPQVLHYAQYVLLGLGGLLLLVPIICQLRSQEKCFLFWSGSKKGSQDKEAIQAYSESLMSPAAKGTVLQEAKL
# The depositor's hits bear a star; / = not tested or not shown. An unsorted share of the library; about 4.7% have a hit in one of these screens.
# Every second line gives: dFosB act	DSG3 Ab inh	SR-BI DiI-HDL act	PKA-R2B activ	NSD2 HMT inh	SUMO Mot1 rescue	CDK5 p35 inh	Arr AP2 block	MITF TRPM1 HTS	PKA-R1A activ	SR-BI DiI inh
- CCOc1ccc2cc(C3CC(c4ccco4)=NN3S(C)(=O)=O)c(Cl)nc2c1 (centres undefined)
 : -13	98	/	-7	2	-22	-1.1	3	8	-13	/
- COc1cc2c(cc1OC)C(c1ccco1)CC(=O)N2 (centres undefined)
 : -6	101	30	-7	/	-1	0.8	4	/	6	-30
- COc1ccc(-n2nnnc2SCC(=O)Nc2ccccc2F)cc1
 : 1	115	12	3	-3	-1	0.5	2	/	1	-12
- CCOC(=O)N/N=C\C=C\c1ccco1
 : 3	101	-9	-14	7	/	-2.6	1	-1	4	9
- COc1ccc(Cl)cc1NC(=O)COC(=O)c1cc(C)oc1C
 : 0	109	/	9	-3	-1	0.4	-3	3	-3	46
- COc1ccc(N(Cc2cc(=O)[nH]c3ccccc23)C(=O)c2ccco2)cc1
 : -9	94	-4	11	2	-7	0.4	8	-19	-6	4
- O=C(CSc1cccc[n+]1[O-])Nc1cc([N+](=O)[O-])ccc1Cl
 : 11	116	22	-4	1	-19	0.4	-5	-17	1	-22
- Cc1ccc(-c2cnc3c(Cl)c(C)nn3c2)cc1
 : 0	112	-6	8	1	-10	2.8	31	-3	3	6
- CCCn1nnc(NC(=O)Cc2ccc(Cl)cc2)n1
 : 0	100	3	-9	0	27	0.7	0	-1	1	-3
- COc1cc(/C=N/NC(=O)c2[nH]nc3c2CCc2ccccc2-3)ccc1O
 : -3	102	-19	4	2	-23	-1.1	-3	-10	-5	19
- Cc1cc(Cl)ccc1OCC(=O)Nc1cccc(S(=O)(=O)NC2=NCCCCC2)c1
 : -13	86	-7	2	-3	-19	0.7	-8	5	3	7
- Nn1c(COc2ccccc2)nc2ccccc2c1=O
 : -3	100	21	5	-2	-5	-0.3	11	9	-3	-21
- Cc1ccc(CNC(=O)c2ccc(OCC(C)C)cc2)n1C
 : -9	96	-26	3	2	6	-1.3	6	-9	-6	26
- CCN(CC(=O)NCc1ccc(F)cc1)Cc1cc(=O)n2ccsc2n1
 : -4	117	/	0	0	/	0.6	-12	5	1	/
- C#CCOCCOCCOCCNc1nc(N2CCN(C(=O)[C@H](C(C)C)n3cc(CCO)nn3)CC2)nc(N2CCN(C(=O)[C@H](Cc3ccc(O)cc3)n3cc(CCO)nn3)CC2)n1
 : -10	106	-1	4	/	/	0.6	-6	-5	-12	1
- COc1cc(OC)cc(C(=O)NCC(=O)OCC(=O)NC(C)CCc2ccccc2)c1 (centres undefined)
 : -2	108	2	-7	1	-11	0.5	-4	2	-2	-2
- O=C(O)C1C2CCC(C2)C1C(=O)Nc1ccccc1 (centres undefined)
 : 0	111	25	-4	-3	10	-0.6	-17	7	-7	-25
- COc1ccc(NC(=S)Nc2cc(-c3ccccc3)[nH]n2)cc1Cl
 : 4	106	-45	7	/	0	-0.2	0	0	5	45
- O=C(O)c1cc(NC(=O)C2CCCO2)cc(C(=O)O)c1 (centres undefined)
 : 7	101	23	3	-3	-14	0.2	24	1	8	-23
- CCc1n[nH]c(=S)n1/N=C/C(C)=C\c1ccccc1
 : -15	89	14	4	4	-8	1.4	-1	/	4	-14

# The list goes on; the last 2 above are carried over.
# Every second line gives: dFosB act	DSG3 Ab inh	SR-BI DiI-HDL act	PKA-R2B activ	NSD2 HMT inh	SUMO Mot1 rescue	CDK5 p35 inh	Arr AP2 block	MITF TRPM1 HTS	PKA-R1A activ	SR-BI DiI inh
- O=C(O)c1cc(NC(=O)C2CCCO2)cc(C(=O)O)c1 (centres undefined)
 : 7	101	23	3	-3	-14	0.2	24	1	8	-23
- CCc1n[nH]c(=S)n1/N=C/C(C)=C\c1ccccc1
 : -15	89	14	4	4	-8	1.4	-1	/	4	-14
- Cc1ccc(S(=O)(=O)NCC(=O)N(CC(=O)NCc2ccco2)Cc2cccs2)cc1
 : 0	100	6	-7	5	5	1.5	4	0	10	-6
- CCCS(=O)(=O)N1CCC(C(=O)NCc2ccc(F)cc2)CC1
 : 2	95	28	-3	-2	162	/	-6	-1	2	-28
- COc1ccc(-n2c(=S)[nH]c3cc(C(=O)Nc4ccc(F)cc4)ccc3c2=O)c(OC)c1
 : 1	110	/	4	4	47	-0.2	32	-40	3	/
- CCCN1CCN(C(=O)c2cc(COc3ccc4ncccc4c3)on2)CC1
 : -14	93	/	7	2	10	-1.9	10	11	-1	/
- CC(C)Cn1c(N)c(C(=O)COC(=O)CCc2nc3ccccc3c(=O)[nH]2)c(=O)n(C)c1=O
 : -7	/	8	-9	1	-9	-0.2	10	5	6	-8
- Cc1nc2nc(SCC(=O)N3CCOCC3)nn2c(C)c1Cc1ccccc1
 : -3	/	25	-11	0	341	-0.6	1	/	1	-25
- CCCC1(CCC)NC(=O)N(CC(=O)Nc2ccc(Cl)c(S(=O)(=O)N3CCOCC3)c2)C1=O
 : -10	92	-6	-3	-3	-6	-0.4	9	7	4	6
- Cc1cc(NC(=O)c2ccc(S(=O)(=O)N(C)C)cc2)no1
 : -1	/	22	11	-2	-6	-0.7	-3	19	0	-22
- Cc1nc2cc(C(=O)O)ccc2n1-c1ccccc1
 : 0	97	15	-6	/	5	0.7	18	5	-6	-15
- O=S(=O)(CCc1ccccc1)CS(=O)(=O)CCc1ccccc1
 : 0	87	3	2	-4	/	-5.0	-9	-3	14	-3
- NNC(=O)COc1ccccc1[N+](=O)[O-]
 : -2	95	4	4	0	-9	1.4	10	-17	-7	-4
- COC(=O)Cc1cnc(NC(=O)CSc2nc(C(C)C)cc(=O)[nH]2)s1
 : -6	111	/	-6	-5	0	-3.3	14	-1	-12	/
- O=C(CSc1nc2ccccc2c(=O)n1CC1CCCO1)N1CCN(c2ccccc2)CC1 (centres undefined)
 : -14	103	-1	2	4	-6	0.3	-5	15	1	1
- O=C1CCC(O)CCN1CCSc1ccccc1 (centres undefined)
 : 2	106	6	-4	/	10	0.8	-1	26	-21	-6
- CC(OC(=O)c1cccc(S(=O)(=O)Nc2ccccc2F)c1)C(=O)NCc1ccc2c(c1)OCO2 (centres undefined)
 : -7	102	4	-2	-1	3	-1.2	19	-5	5	-4
- CCN1C(=NCc2ccc(OC)cc2)N[C@@H](c2ccccc2)C(C(=O)OC)=C1C
 : 6	108	4	2	/	3	-1.2	-5	10	12	-4
- CCc1c(C)nc(SCC(N)=O)c(C#N)c1C
 : 4	101	-21	5	4	38	-0.3	4	18	-7	21
- O=C(CSc1nnc2ccccn12)c1ccc(OC(F)F)cc1OC(F)F
 : -2	89	-10	0	2	5	0.1	23	/	1	10
- CS(=O)(=O)N(CC(=O)Nc1ccc(S(=O)(=O)N2CCCC2)cc1)c1ccccc1F
 : -13	86	-7	1	-3	11	-1.2	3	3	-6	7
- CO/N=C/CC(=O)c1ccc(-c2ccccc2)cc1
 : -10	100	/	-8	6	15	-1.3	1	13	1	/
- CCCCN1CC(=O)N2[C@H](c3ccc(OC)cc3)[C@@H]3C(=O)N(CC)C(=O)[C@@H]3[C@]2(Cc2ccccc2)C1=O
 : 3	101	9	-11	/	-21	1.7	8	-3	5	-9
- CC1CCCN(CCC(=O)Nc2ccccc2)C1 (centres undefined)
 : -1	106	-4	9	1	58	1.8	-15	6	-4	4
- COc1ccc(Cl)cc1NC(=O)c1nnn(CC(=O)Nc2ccc(OC)c(OC)c2)c1N
 : 94*	95	-5	3	13	7	1.6	-1	2	0	5
- COc1ccc(C(CNC(=O)Cc2ccc(-c3ccccc3)cc2)N(C)C)cc1 (centres undefined)
 : 0	108	/	-6	5	65	-0.1	31	/	1	/
- O=C1CC(N(Cc2ccco2)C(=O)Nc2ccc(F)cc2)C(=O)N1c1ccc(F)cc1 (centres undefined)
 : -3	94	-20	-18	-3	-8	-0.7	-6	-6	-3	20
- CC(CN1CCCCC1)OC(=O)c1cccc(F)c1 (centres undefined)
 : 0	107	12	-8	-3	5	-0.8	45	10	-3	-12
- Cc1ccc(C)c(NC(=O)CN2C(=O)COc3ccc(S(=O)(=O)N4CCCC4)cc32)c1
 : -3	/	5	4	-2	2	-1.3	-9	-7	1	-5
- CCn1cc(C(=O)N2CCN(c3ccc(OC)cc3)CC2)c2cc(OC)c(OC)cc2c1=O
 : -1	101	-3	-3	-2	3	1.4	-12	0	-3	3
- CCN(CC(=O)Nc1ccccc1C(F)(F)F)C(=O)CSCc1ccc(C)cc1
 : -4	94	3	2	-3	5	-0.4	-6	0	-5	-3
- Cc1ccc(S(=O)(=O)NC(N)=NCCc2ccccc2)cc1C
 : -2	98	-13	-5	0	36	0.2	-1	-8	-19	13
- COc1ccc(CC(=O)Nc2cccc(-c3nnc(-c4ccccc4)o3)c2)cc1OC
 : -6	98	-45	-10	-5	/	-0.3	2	-39	-2	45
- COCc1cccc(N2C(=O)CC(C3C=C(C)C4C(=O)N(c5cccc(COC)c5)C(=O)C4C3)C2=O)c1 (centres undefined)
 : -12	102	8	-10	1	5	0.8	-13	-8	3	-8
- CCOc1cc2c(cc1OC)C(NC(=O)c1ccco1)CC2=O (centres undefined)
 : -5	94	7	-1	-3	-7	-1.2	11	1	-3	-7
- OCCN(Cc1ccccc1)Cc1ccc(Cl)cc1
 : -4	102	0	4	-7	-2	-0.3	0	7	-6	0
- Cc1cc([N+](=O)[O-])nn1CC(=O)N1CCN(Cc2ccccc2)CC1
 : 0	101	25	0	-3	/	3.6	4	5	-6	-25
- OC(COCc1ccccc1)CN1CCCCC1 (centres undefined)
 : -1	107	7	3	2	-5	-0.3	-5	3	-12	-7
- CCOC(=O)c1sc(NC(=O)COC(=O)CNC(=O)C2CCCCC2)c(C(=O)OCC)c1C
 : 8	95	-19	-2	20	228	-1.8	6	-6	1	19
- O=C(COC(=O)c1cc2ccccc2oc1=O)Nc1cccc(S(=O)(=O)N2CCCCCC2)c1
 : 8	100	-17	1	-2	14	5.5	8	20	-2	17
- O=C(NNC(=O)C1CCCCC1)c1ccco1
 : -5	101	22	-6	-1	-6	-0.6	19	9	-2	-22
- COc1ccc(NC(=O)C(=O)NCCN2CCN(C(=O)c3cccc(Br)c3)CC2)cc1
 : -3	114	-43	-7	-2	1	-1.8	8	-3	2	43
